Source: PubChem
LGR2 antag: inhibitors of bursicon-induced LGR2 CRE-luciferase signal, primary screen, cell-based, HEK293, CRE-luciferase reporter, bursicon stimulation. actives 0.35% (n = 380,000). Drosophila bursicon receptor LGR2 (rickets). inhibition, % at 9.99 µM. bursicon-stimulated, 4 h. AID 720647, 2013;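 active = drop in luminescence signal, shown as inhibition above about 50% in the replicate tests, limit read from the data, passing the limit was not always enough; inconclusive = probably only some replicates passing the limit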;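 also: agonist challenge used bursicon conditioned medium at about half maximal strength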
Casp6 inh: human caspase-6 inhibitors, primary screen, biochemical, VEID-R110 fluorescence, single point, set 2 | AID 686996, 2013 | purified caspase-6, Z-VEID-R110 cleavage fluorescence | actives 0.53% (n = 350,000) | inhibition, % at 12.5 µM | P55212;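 active = mean inhibition across replicates at least about 35%, with every replicate also reaching that limit, limit read from the data; inconclusive = only one of the two criteria met; inactive = neither criterion met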;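 also: 0% = median of neutral control wells and 100% = no fluorescence left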
Target sequence (P55212 24-179 limits assumed): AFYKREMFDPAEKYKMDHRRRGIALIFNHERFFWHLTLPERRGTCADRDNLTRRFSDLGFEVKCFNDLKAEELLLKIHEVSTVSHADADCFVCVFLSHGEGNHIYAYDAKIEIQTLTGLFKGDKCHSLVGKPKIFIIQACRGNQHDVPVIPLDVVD
Target sequence (P55212 194-293 limits assumed): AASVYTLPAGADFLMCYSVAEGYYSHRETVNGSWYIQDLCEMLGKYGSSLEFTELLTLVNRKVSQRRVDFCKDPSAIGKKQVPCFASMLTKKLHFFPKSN
ARNT TACC3 PPI: disruptors of ARNT/TACC3 protein interaction, primary screen, biochemical, AlphaScreen, single concentration | actives 0.66% (n = 390,000) | inhibition, % at 9.99 µM | Transforming acidic coiled-coil-containing protein 3 (Homo sapiens), Q9Y6A5 | AlphaScreen His-ARNT PAS-B/GST-TACC3 binding, luminescence; TACC3 fragment carries E629A point mutation;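 active = mean inhibition of replicates at least 50% and at least half of replicates each reaching 50%; inconclusive = half or more replicates reach 50% but mean below 50%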;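 also: 0% = complete ARNT plus TACC3 wells and 100% = ARNT alone without TACC3; many hits fall short of the cut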
DENV2 CPE rescue: inhibitors of DENV2 cytopathic effect, primary screen, cell-based, plate reader, single concentration; actives 1.7% (n = 350,000); AID 651640, 2012; DENV2-infected cells, cytopathic effect rescue; CPE inhibition, % at 9.99 µM; in the data active = CPE inhibition above about 20%, passing the limit was not always enough; inconclusive = no clear call, values can overlap the other calls; tested in BHK-21 cells;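 also: 0% = median of neutral control wells and 100% = median of positive control wells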
EWS-Fli block: EWS/Fli-driven NR0B1 reporter inhibitors, primary screen, A673 cells, NR0B1 luciferase, luminescence, MLPCN library. viability-normalised. inhibition, % at 12.6 µM. actives 0.67% (n = 350,000). AID 651661, 2012;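 active = mean inhibition of at least 50% after viability correction, with every replicate also passing that limit; inconclusive = mean reaches 50% but only one of two replicates passes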;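 also: firefly luciferase signal divided by Alamar Blue viability fluorescence both relative to DMSO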
PAX8 reporter: inhibitors of PAX8-driven TPO luciferase reporter, primary screen, RMG-I cells, single concentration; SteadyGlo, 24 h; inhibition, % at 12.6 µM; actives 1.2% (n = 360,000); AID 652154, 2013;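 active = mean replicate inhibition at least 60% with every replicate also reaching 60%; inconclusive = only one of the two criteria is met; inactive = mean below 60% and not all replicates reaching 60%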;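 also: luciferase light reporting Pax8 driven TPO promoter activity; plate controls were median of neutral control wells for no effect and mitoxantrone controls for full effect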
SIRT5 block: SIRT5 desuccinylase inhibitors, primary screen, biochemical, fluorescence imaging, single point, set 5 | NAD-dependent protein deacylase sirtuin-5, mitochondrial (Homo sapiens), Q9NXA8 | Purified SirT5, succinyl-peptide AMC, trypsin-coupled fluorescence | inhibition, % at 15 µM | actives 1.1% (n = 330,000) | AID 652115, 2013; in the data active = inhibition above about 15%; inconclusive = no clear call, values can overlap the other calls
Target sequence (Q9NXA8 whole entry, looked up): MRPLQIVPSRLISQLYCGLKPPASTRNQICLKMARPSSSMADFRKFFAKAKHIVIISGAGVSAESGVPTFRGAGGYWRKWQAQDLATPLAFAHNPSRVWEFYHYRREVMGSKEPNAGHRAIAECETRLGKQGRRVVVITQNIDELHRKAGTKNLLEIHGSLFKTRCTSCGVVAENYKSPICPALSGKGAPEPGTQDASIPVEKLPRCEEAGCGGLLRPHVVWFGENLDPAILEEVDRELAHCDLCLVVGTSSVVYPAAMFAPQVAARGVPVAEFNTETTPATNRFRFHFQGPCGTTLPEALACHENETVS
* hit, by the source's call; ? = inconclusive; / = no result given.

SMILES | LGR2 antag | Casp6 inh | ARNT TACC3 PPI | DENV2 CPE rescue | EWS-Fli block | PAX8 reporter | SIRT5 block
C[C@@H]1CN([C@H](C)CO)C(=O)c2cc(NC(=O)Cc3cn(C)c4ccccc34)ccc2O[C@@H]1CN(C)Cc1ccc(C(=O)O)cc1 | -13 | 5 | -5 | -5 | 0 | -1 | -1
COc1cccc(Cn2nnc(C(=O)NCc3ccc(F)cc3)c2N)c1 | 4 | -1 | 0 | -7 | 7 | -10 | 3
Cc1ccc(CSCC(=O)N(C)CC(=O)Nc2ccccc2C(F)(F)F)cc1 | -22 | 4 | 1 | -2 | -5 | -4 | -5
O=C(COc1ncnc2sccc12)Nc1cccc(S(=O)(=O)N2CCCC2)c1 | -4 | 1 | 18 | -11 | 7 | 6 | -5
COc1ccc(N2C(=O)C(Cc3ccccc3)NC2=S)cc1 (stereo not given) | 13 | 1 | -4 | / | 3 | -6 | -1
Cc1nc2ccccn2c1C(=O)N/N=C/c1ccccc1[N+](=O)[O-] | 8 | -4 | -6 | 3 | -3 | / | 1
CCCNC(=O)C[C@@H]1CC[C@@H]2[C@@H](COc3ccc(NC(=O)Nc4cccc(C)c4)cc3C(=O)N2C)O1 | -6 | 1 | -38 | -4 | -2 | 11 | -1
CCOC(=O)C1=C(C)OC(N)=C(C#N)C1c1cc(F)ccc1F (stereo not given) | 2 | 0 | -38 | -6 | / | / | -1
N#Cc1cnn2c(-c3ccc(Cl)cc3Cl)ccnc12 | 10 | / | / | 8 | 2 | 0 | 1
CCN(CC)C(=O)[C@H]1CC(CC(=O)NCCCN(C)C)C(=O)N2CCc3c([nH]c4ccccc34)[C@]12C (stereo not given in full) | -7 | 10 | 1 | 9 | -9 | 2 | -2
CCOc1ccc(N2CC(C(=O)Nc3cccc(S(=O)(=O)N4CCCC4)c3)CC2=O)cc1 (stereo not given) | 4 | 2 | 26 | -7 | 3 | 5 | -1
Cc1cc(C)nc(N/N=C/c2ccc([N+](=O)[O-])o2)n1 | -2 | 6 | -3 | 12 | -2 | 34 | -1
CCc1ccc(OCC(=O)NC(NC(=S)Nc2ccccc2OC)C(Cl)(Cl)Cl)cc1 (stereo not given) | 11 | -2 | -11 | 0 | 6 | 43 | 6
C/C(=N\S(=O)(=O)c1ccc(C)cc1)NC(=S)Nc1ccccc1 | / | -1 | -6 | -4 | -5 | -32 | -3
CC1(Oc2ccccc2-c2ccn[nH]2)CCN(Cc2ccc(OC(F)(F)F)cc2)C1 (stereo not given) | 0 | / | / | -4 | 10 | -6 | -3
Cc1cccc(-n2c3nc(=O)[nH]c(=O)c-3cc3cc([N+](=O)[O-])ccc32)c1 | / | 9 | -4 | -9 | 17 | 7 | 6
COc1ccc(NC(=O)N(C)C[C@H]2Oc3ncc(-c4ccc(C#N)cc4)cc3C(=O)N([C@H](C)CO)C[C@@H]2C)cc1 | -10 | 0 | -3 | -11 | 3 | / | -18
Cc1ccc2nc(SCC(=O)c3ccc4c(c3)NC(=O)CO4)[nH]c2c1 | -10 | -1 | -1 | / | -6 | 21 | -1
Nn1cnc2c(ncn2C2OC(CO)C(O)C2O)c1=O (stereo not given) | -13 | -1 | / | ? | -7 | / | /
Cc1ccccc1N(C(=O)CCC(=O)Nc1ccccn1)C(C(=O)NC(C)C)c1ccc(F)cc1 (stereo not given) | -2 | 1 | / | -3 | -2 | -14 | 4
Cc1occc1C(=O)Nc1ccc2c(c1)CCC2 | -65 | 4 | -1 | -5 | -81 | / | -3
C/C(=N\Nc1cc(N2CCOCC2)ncn1)c1ccc(O)cc1 | -23 | 0 | 40 | 2 | -4 | -15 | 1
CO[C@@H]1CN(C)C(=O)c2ccc(NC(=O)C3CC3)cc2OC[C@@H](C)N(C(=O)c2ccncc2)C[C@@H]1C | 3 | -2 | 1 | 3 | -4 | 19 | -1
O=S1(=O)CC(N2CCN(CCO)CC2)CN1Cc1cn(Cc2ccc(Cl)cc2)nn1 (stereo not given) | -16 | -28 | / | 4 | -1 | 3 | 33*
C[C@H]1CN([C@@H](C)CO)C(=O)CCCn2cc(nn2)CO[C@H]1CN(C)C | 13 | 3 | -2 | 10 | -4 | / | -2
COc1ccccc1-c1ccc2n(c1=O)C[C@H]1[C@H](CO)[C@@H](C(=O)N(C)C)N(CC3CCOCC3)[C@@H]21 | 7 | -2 | -36 | 7 | 0 | -1 | 1
COc1ccc(CN2CCOCCOCCOCC2)cc1 | -8 | 0 | -6 | -5 | -2 | -10 | 4
Cc1ccccc1CN1CCC(N2CCC(C(=O)NCC3CCCO3)CC2)CC1 (stereo not given) | 0 | -11 | 1 | 7 | / | -4 | 0
O=C(Nc1ccccc1)C1=C(c2ccccc2)S(=O)(=O)CCS1(=O)=O | 100* | 0 | -1 | -3 | 40 | 10 | 0
C[C@H](CO)N1C[C@H](C)[C@H](CN(C)C)Oc2cc(-c3ccccc3)ccc2S1(=O)=O | 1 | 3 | 5 | -7 | -9 | 7 | -11
CCOC(=O)C1CCN(C(=S)Nc2ccccc2)CC1 | 20 | 1 | 16 | 2 | -11 | 0 | -2
CCCN1C[C@@H](C)[C@H](OC)CN(C)C(=O)c2cc(NC(=O)Nc3ccccc3F)ccc2OC[C@H]1C | 2 | / | -5 | 4 | 7 | 2 | 8
O=C(c1ccc([N+](=O)[O-])cc1)N1CCSC1c1ccccc1Cl (stereo not given) | 13 | -4 | 1 | 2 | 10 | -3 | -2
COc1ccc(Nc2nc(C)nc3c2nnn3Cc2ccccc2Cl)c(OC)c1 | 13 | 2 | -21 | -2 | 5 | -10 | -23
COCCN(C[C@@H]1[C@@H](c2ccccc2)[C@@H](CO)N1C(C)=O)C(=O)c1ccncc1 | 14 | 1 | 5 | -4 | -5 | -4 | 0
COc1cccc(NC(=O)COC(=O)CCC2CCCC2)c1 | -15 | 4 | -1 | -4 | -8 | -2 | 2
CCOC(=O)c1cc2cc(OCc3ccccc3)ccc2nc1C | -12 | -1 | 2 | -6 | -12 | 16 | -5
COC(=O)C=C1CCC2C3CCC4=CC(=O)CCC4(C)C3C(=O)CC12C (stereo not given) | -12 | 1 | -4 | -3 | -2 | -1 | /
C[C@H]1CN([C@@H](C)CO)C(=O)Cc2cc(NC(=O)C3CC3)ccc2O[C@H]1CN(C)C(=O)Nc1ccc2c(c1)OCO2 | -10 | 6 | -6 | 6 | 1 | -3 | 0
Cc1noc(C)c1S(=O)(=O)N(C)C[C@@H]1Oc2c(NC(=O)c3cnccn3)cccc2C(=O)N([C@H](C)CO)C[C@@H]1C | -10 | -1 | -2 | -3 | 1 | / | -1

Reformatted tab-delimited: entries from further up.
mol	LGR2 antag	Casp6 inh	ARNT TACC3 PPI	DENV2 CPE rescue	EWS-Fli block	PAX8 reporter	SIRT5 block
CCCN1C[C@@H](C)[C@H](OC)CN(C)C(=O)c2cc(NC(=O)Nc3ccccc3F)ccc2OC[C@H]1C	2	/	-5	4	7	2	8
O=C(c1ccc([N+](=O)[O-])cc1)N1CCSC1c1ccccc1Cl (stereo not given)	13	-4	1	2	10	-3	-2
COc1ccc(Nc2nc(C)nc3c2nnn3Cc2ccccc2Cl)c(OC)c1	13	2	-21	-2	5	-10	-23
COCCN(C[C@@H]1[C@@H](c2ccccc2)[C@@H](CO)N1C(C)=O)C(=O)c1ccncc1	14	1	5	-4	-5	-4	0
COc1cccc(NC(=O)COC(=O)CCC2CCCC2)c1	-15	4	-1	-4	-8	-2	2
CCOC(=O)c1cc2cc(OCc3ccccc3)ccc2nc1C	-12	-1	2	-6	-12	16	-5
COC(=O)C=C1CCC2C3CCC4=CC(=O)CCC4(C)C3C(=O)CC12C (stereo not given)	-12	1	-4	-3	-2	-1	/
C[C@H]1CN([C@@H](C)CO)C(=O)Cc2cc(NC(=O)C3CC3)ccc2O[C@H]1CN(C)C(=O)Nc1ccc2c(c1)OCO2	-10	6	-6	6	1	-3	0
Cc1noc(C)c1S(=O)(=O)N(C)C[C@@H]1Oc2c(NC(=O)c3cnccn3)cccc2C(=O)N([C@H](C)CO)C[C@@H]1C	-10	-1	-2	-3	1	/	-1

(cont.)
SMILES | LGR2 antag | Casp6 inh | ARNT TACC3 PPI | DENV2 CPE rescue | EWS-Fli block | PAX8 reporter | SIRT5 block
Cc1ccccc1-c1cc2nc(Oc3cccc(F)c3)n(C)c(=O)c2s1 | -2 | 1 | / | 6 | -7 | 3 | /
CC(=O)Nc1cccc(/C(C)=N/NC(=O)c2cccc(S(=O)(=O)N3CCOCC3)c2)c1 | 4 | 2 | -1 | / | -4 | 26 | -2
CCCCN(C)CCNC(=O)C1CCCN(S(=O)(=O)c2cccc3nsnc23)C1 (stereo not given) | 8 | -8 | -5 | -3 | -3 | 10 | 2
O=C(Cc1ccncc1)NCC[C@H]1CC[C@H](NC(=O)Nc2ccc(F)cc2)[C@@H](CO)O1 | 8 | -1 | / | 1 | -5 | 0 | 1
CCCCc1c(C)c(C#N)c2nc3ccccc3n2c1NCCN(C)C | 4 | -2 | -4 | -2 | 3 | 20 | -4
COc1ccccc1CNC(=O)C[C@H]1CC[C@H]2[C@H](COc3ccc(NC(C)=O)cc3C(=O)N2C)O1 | 4 | / | 4 | 6 | -6 | 15 | /
C[C@@H]1CN([C@H](C)CO)C(=O)c2cc(NC(=O)Nc3ccc(C(F)(F)F)cc3)ccc2O[C@H]1CN(C)S(=O)(=O)c1ccc(F)cc1 | -9 | 3 | -3 | -6 | -1 | 21 | 8
OC(c1ccco1)c1nc(-c2cccs2)cs1 (stereo not given) | -19 | 12 | / | 11 | -9 | -1 | 1
O=C(COC(=O)C1COc2ccccc2O1)NC1CCCCC1 (stereo not given) | 3 | 1 | -5 | 9 | 2 | 4 | -4
CC(C)NC(=O)N[C@H]1CC[C@@H](CCNC(=O)C2CCCC2)O[C@H]1CO | 3 | -1 | / | -1 | -1 | 0 | -6
O=[N+]([O-])c1cccc(C([O-])=C(C(=S)Nc2cccc3ccccc23)[n+]2ccccc2)c1 | -13 | -2 | 1 | ? | -3 | 24 | -1
C[C@@H]1CN([C@H](C)CO)C(=O)c2cc(NS(=O)(=O)c3cn(C)cn3)ccc2O[C@@H](C)CCCCO[C@@H]1CN(C)S(C)(=O)=O | 0 | 1 | -5 | -1 | -6 | / | 1
Cc1ccc(-n2nc3ccc(NC(=O)/C=C/c4ccco4)cc3n2)cc1 | / | 5 | -2 | ? | -12 | 68* | -1
CCCC(=O)Nc1ccc2c(c1)OC[C@@H](C)N(C)C[C@@H](C)[C@H](OC)CN(C)C2=O | 1 | / | / | -11 | / | / | -1
Cc1cccc(-c2c(NC(=O)c3ccco3)oc3ccc(Cl)cc3c2=O)c1 | -5 | 1 | 8 | 8 | 16 | 8 | -5
Cc1nc(N2CCC(C)CC2)c(C#N)c(C)c1[N+](=O)[O-] | -6 | 4 | 1 | 3 | -3 | -6 | -2
CN(Cc1ccccc1)C(=O)COc1ccc(Br)cc1Cl | -15 | -2 | -11 | 5 | -23 | -34 | 1
CCNC(=O)C1CCCN(c2nc(C)cc(C)n2)C1 (stereo not given) | -18 | 1 | -9 | -6 | 14 | 1 | -1
COc1ccc(CCNC(=O)CCC(=O)n2ncc3ccc(Cl)cc32)cc1OC | 1 | -1 | -4 | -4 | 16 | 1 | -3
COc1ccc2cc(C(c3nnnn3Cc3ccc(F)cc3)N3CCCCCC3)c(=O)[nH]c2c1 (stereo not given) | 4 | -16 | 6 | -2 | 4 | / | -1
